Compound activity: PubChem, several laboratories
ssDAF-12 act – activators of S. stercoralis DAF-12 nuclear receptor | HEK293 ssDAF-12/GRIP1 lit1-tk-luc reporter, luminescence; % of 3 µM dafachronic acid response | activation, % at 6.8 µM | 1% of 370,000 active | AID 652126;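 active = activation above the mean over all tested compounds plus 3 SD, cut at about 0.9% in these data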;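 note: 0% = DMSO-only wells and 100% = 3 µM delta7-dafachronic acid wells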
NR1D1 modulator – modulators of human Rev-erb alpha DNA binding; Rev-erbα–FITC-DNA binding, fluorescence polarization, 90 min; 0.79% of 370,000 active; AID 1259318; activity, % at 10 µM;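 active = activity above about 14%, limit read from the data; passing the limit was not always enough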;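 note: 0% = DMSO wells with 35 nM protein and 100% = DMSO wells with 750 nM protein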
hgDAF12 agonist – hgDAF-12 agonism, primary luciferase screen | 1.8% of 370,000 active | activation, % at 6.8 µM | AID 687014 | HEK293 GAL4-hgDAF12 UAS-luciferase reporter, agonist luminescence; normalized to butyrate control;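 active = activation above a cutoff set at the mean of all screened compounds plus 3 SD, cut at about 10% in these data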;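 note: 0% = DMSO wells and 100% = sodium butyrate wells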
DAX1 inh-1 – inhibits human nuclear receptor DAX1 | inhibition, % at 6.75 µM | AID 504766 | HEK293 Gal4-DAX1 luciferase reporter, luminescence | 0.99% of 340,000 active;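 active = inhibition above the mean over all tested compounds plus 3 SD, cut at about 4.2% in these data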;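 note: 0% = DAX1-transfected cells with DMSO and 100% = empty-vector control cells with DMSO; inhibition shows as a rise in luminescence from relieved DAX1 repression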
PLC-beta3 inh – inhibitors of human phospholipase C beta3. Q01970. Purified PLC-beta3, fluorogenic substrate, fluorescence. inhibition, % at 12.2 µM. 0.18% of 370,000 active. AID 720704; in the data active = inhibition above about 11%;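 note: 0% = median of compound wells on plate and 100% = full blocker control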
PLC-gamma1 inh – inhibitors of human phospholipase C gamma1. 0.84% of 370,000 active. purified PLC-gamma1, fluorogenic substrate, fluorescence. inhibition, % at 12.2 µM. AID 720700; in the data active = inhibition above about 9.5%
ADAM17 inh – inhibits human ADAM17; recombinant ADAM17, EDANS/DABCYL FRET peptide cleavage; inhibition, % at 6.95 µM; 0.83% of 370,000 active;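 active = inhibition above the mean of compounds lying between control limits plus 3 SD, set per campaign, cut at about 8.5% in these data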;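 note: 0% = DMSO-only wells as the low control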
Target sequence (P78536 215-824 limits assumed): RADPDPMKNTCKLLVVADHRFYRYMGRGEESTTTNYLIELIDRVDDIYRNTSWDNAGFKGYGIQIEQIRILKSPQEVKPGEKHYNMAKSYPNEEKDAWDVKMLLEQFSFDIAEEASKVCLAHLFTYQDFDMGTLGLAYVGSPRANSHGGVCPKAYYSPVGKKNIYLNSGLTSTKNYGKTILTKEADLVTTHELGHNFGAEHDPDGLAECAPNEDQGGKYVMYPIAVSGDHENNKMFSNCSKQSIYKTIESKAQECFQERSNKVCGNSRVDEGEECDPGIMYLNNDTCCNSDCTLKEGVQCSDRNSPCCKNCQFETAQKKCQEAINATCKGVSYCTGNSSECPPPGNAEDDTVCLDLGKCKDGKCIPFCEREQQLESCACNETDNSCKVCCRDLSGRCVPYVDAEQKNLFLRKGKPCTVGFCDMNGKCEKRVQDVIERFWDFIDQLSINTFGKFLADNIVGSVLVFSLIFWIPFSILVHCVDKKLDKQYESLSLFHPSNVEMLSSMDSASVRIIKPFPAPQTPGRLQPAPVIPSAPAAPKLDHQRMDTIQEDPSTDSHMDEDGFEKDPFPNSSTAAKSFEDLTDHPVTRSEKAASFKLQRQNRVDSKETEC
DAX1 inh-2 – DAX1 (NR0B1) inhibition, primary screen; HEK293T StAR-luciferase reporter, SF-1/DAX-1 repression relief; inhibition, % at 6.8 µM; 1.1% of 370,000 active; AID 652010;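 active = inhibition above the mean over all tested compounds plus 3 SD, cut at about 3.6% in these data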;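 note: 0% = DAX-1 cells with DMSO and 100% = cells lacking DAX-1 with DMSO; higher inhibition means more luminescence from relief of DAX-1 repression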
hcDAF12 agonist – activates DAF-12 receptor from parasite H. contortus | 1.4% of 370,000 active | HEK293 hcDAF-12 lit1-tk-luc reporter, luminescence; 0% DMSO, 100% Δ7-dafachronic acid | activation, % at 6.8 µM;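 active = activation above the mean of all tested compounds plus 3 SD, cut at about 5.5% in these data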;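 note: 100% = response to 3 µM Δ7-dafachronic acid high control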
SMARCA2 activ – increases SMARCA2 function in MMTV reporter cells; activation, % at 9.1 µM; 1% of 370,000 active; AID 652017; MG213 cells, MMTV-luciferase reporter, dexamethasone, overnight; in the data active = activation above about 7.8%;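 note: 0% = vehicle wells and 100% = reference activator wells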
MBD2 inh – inhibitors of human MBD2 binding to methylated oligonucleotide | AID 686964 | TR-FRET | 0.31% of 370,000 active | Q9UBB5 | inhibition, % at 4.4 µM; in the data active = inhibition above about 13%
Target sequence (Q9UBB5 whole entry, looked up): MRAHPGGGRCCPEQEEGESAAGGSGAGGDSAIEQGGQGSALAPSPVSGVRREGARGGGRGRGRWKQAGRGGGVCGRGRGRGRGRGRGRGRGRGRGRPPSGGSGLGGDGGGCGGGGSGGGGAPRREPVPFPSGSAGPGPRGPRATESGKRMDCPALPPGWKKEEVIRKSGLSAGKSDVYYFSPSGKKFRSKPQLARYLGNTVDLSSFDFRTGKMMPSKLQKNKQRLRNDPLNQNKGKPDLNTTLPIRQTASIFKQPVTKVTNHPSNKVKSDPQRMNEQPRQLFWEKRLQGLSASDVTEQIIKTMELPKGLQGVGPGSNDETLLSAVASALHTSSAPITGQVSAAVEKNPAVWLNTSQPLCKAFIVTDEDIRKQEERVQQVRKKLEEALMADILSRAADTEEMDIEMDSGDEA
* marks the source's active call; other numbers are inactive results; . = no result given.

Screens by letter: A = ssDAF-12 act; B = NR1D1 modulator; C = hgDAF12 agonist; D = DAX1 inh-1; E = PLC-beta3 inh; F = PLC-gamma1 inh; G = ADAM17 inh; H = DAX1 inh-2; I = hcDAF12 agonist; J = SMARCA2 activ; K = MBD2 inh
O=C(c1ccco1)N1CCN(Cc2cc(=O)c(OCc3ccccc3F)co2)CC1
  A: -0.8	B: 0	C: -0.1	D: 2.3	E: 3	F: 1	G: -3	H: 0.3	I: -2.6	J: 5	K: 1
COc1cc(OC)c(C(=O)OCC(=O)NC23CC4CC(CC(C4)C2)C3)cc1OC
  A: -1.7	B: 14	C: 1.1	D: 2.0	E: -5	F: 4	G: -5	H: -2.5	I: 0.4	J: -2	K: 1
Cc1ccc(C)c(NC(=O)C(c2ccccc2)N2CCN(CC(=O)N3CCOCC3)CC2)c1 (stereo unspecified)
  A: -0.8	B: -5	C: 1.0	D: -0.4	E: -4	F: 0	G: -9	H: -1.9	I: 1.1	J: -1	K: -7
N#CCCN(C(=O)CN1CCN(S(=O)(=O)c2ccc3c(c2)OCCO3)CC1)c1ccc(F)cc1
  A: -1.3	B: -3	C: -0.4	D: -0.2	E: -4	F: 4	G: 2	H: 0.4	I: -0.7	J: -1	K: -5
COc1ccc(NS(=O)(=O)c2cc(NC(=O)c3ccc(=O)[nH]c3)ccc2N2CCCC2)cc1
  A: -1.3	B: -4	C: 3.8	D: -1.4	E: -13	F: -3	G: 1	H: -2.6	I: -2.6	J: 1	K: -3
COc1ccccc1N1CCN(C(=O)Cc2c(C(=O)O)[nH]c3ccc(Cl)cc23)CC1
  A: 0.1	B: 0	C: -0.6	D: 2.4	E: -3	F: 0	G: 1	H: 0.0	I: 2.2	J: 0	K: -4
C[C@H]1CCC(=O)N([C@H](COc2ccccc2)Cc2ccccc2)CC1
  A: -1.8	B: -2	C: 1.5	D: 0.2	E: 2	F: 11*	G: 8	H: -0.6	I: -0.7	J: 1	K: 5
Cc1ccccc1CC(=O)N1CCN(S(=O)(=O)c2ccc(Cl)s2)CC1
  A: -1.3	B: -2	C: 7.3	D: 0.8	E: -2	F: 2	G: -7	H: 0.3	I: -1.1	J: -4	K: 3
C=CCNc1nnc(SCC(=O)N2CCCCC2)c2ccccc12
  A: -1.3	B: 0	C: 1.9	D: -0.7	E: -77	F: -57	G: -15	H: 0.2	I: 0.9	J: 1	K: -6
O=C(c1cccs1)N(CC1CCCO1)c1nc(-c2ccccc2)cs1 (stereo unspecified)
  A: -1.7	B: -4	C: 4.5	D: -1.8	E: 0	F: -3	G: 3	H: -0.8	I: -2.2	J: -2	K: -4
Cc1ccc(NS(=O)(=O)c2cccc(C(=O)NCCCN3CCOCC3)c2)cc1
  A: -0.9	B: 6	C: -1.4	D: -0.5	E: -2	F: 3	G: 8	H: -1.0	I: -0.8	J: -3	K: -2
Cn1nnc2cc(C(=O)NC(C)(C)C)ccc21
  A: -0.9	B: 4	C: -0.4	D: 1.6	E: 0	F: 1	G: -5	H: 0.2	I: -1.0	J: -2	K: -1
CC1C(=O)NC(=O)C1c1ccccc1 (stereo unspecified)
  A: -1.4	B: -6	C: -1.6	D: 0.2	E: 1	F: 7	G: -6	H: -0.2	I: -1.5	J: -2	K: 7
NC(=O)c1cccc2ccccc12
  A: -0.8	B: -3	C: -0.7	D: 3.0	E: -3	F: 2	G: -2	H: 0.2	I: 0.4	J: 0	K: -3
Cc1cccc2c3c([nH]c12)C(=O)CC(C)(C)S3
  A: -0.4	B: 5	C: 1.4	D: 2.3	E: -125	F: -95	G: -14	H: -0.1	I: -0.5	J: -3	K: -2

3 of the entries above in order of the hcDAF12 agonist value, smallest number first:
SMILES | hcDAF12 agonist
O=C(c1ccco1)N1CCN(Cc2cc(=O)c(OCc3ccccc3F)co2)CC1 | -2.6
C[C@H]1CCC(=O)N([C@H](COc2ccccc2)Cc2ccccc2)CC1 | -0.7
COc1cc(OC)c(C(=O)OCC(=O)NC23CC4CC(CC(C4)C2)C3)cc1OC | 0.4

Continued:
Screens by letter: A = ssDAF-12 act; B = NR1D1 modulator; C = hgDAF12 agonist; D = DAX1 inh-1; E = PLC-beta3 inh; F = PLC-gamma1 inh; G = ADAM17 inh; H = DAX1 inh-2; I = hcDAF12 agonist; J = SMARCA2 activ; K = MBD2 inh
O=C(CC1NCCc2ccccc21)Nc1ccc(Cl)cc1 (stereo unspecified)
  A: 0.4	B: 5	C: 1.2	D: -0.1	E: 1	F: 3	G: -1	H: 0.7	I: 3.6	J: -1	K: 4
CC(=O)c1cccc(NC(=O)COc2cc3oc(=O)c(CC(C)O)c(C)c3cc2Cl)c1 (stereo unspecified)
  A: -2.0	B: 3	C: 2.3	D: 0.4	E: -7	F: -1	G: -24	H: -0.6	I: 0.9	J: -5	K: -3
COc1ccc(NC(=O)CSCC(=O)N2c3ccccc3CCc3ccccc32)cc1
  A: -2.0	B: -6	C: -2.7	D: 0.1	E: 3	F: 4	G: 4	H: -0.5	I: -1.1	J: 0	K: -8
Cc1cccnc1NC(=O)C(C)N1C(=O)c2ccccc2C1=O (stereo unspecified)
  A: -0.8	B: -2	C: 0.9	D: 7.5*	E: 0	F: 6	G: -1	H: 0.0	I: 0.3	J: -3	K: 2
Cc1nc2ncnn2c(C)c1Cc1cccc(F)c1
  A: -1.7	B: -4	C: 3.6	D: -0.2	E: 3	F: -2	G: -5	H: 0.6	I: -0.3	J: 0	K: 2
CCOC(=O)CSc1nnc(-c2cccc(Br)c2)o1
  A: -0.7	B: -6	C: 0.9	D: -1.3	E: -1	F: 0	G: -2	H: -0.5	I: -2.0	J: -1	K: 6
COC(=O)CNC(=O)COC(=O)c1cc(F)c(F)cc1Cl
  A: -1.1	B: -3	C: 1.3	D: -0.2	E: 2	F: 0	G: -4	H: 0.5	I: 3.8	J: 1	K: 4
CCOc1ccccc1NC(=O)NCc1ccc(F)cc1
  A: -1.2	B: -1	C: 2.5	D: -0.3	E: 1	F: -1	G: 0	H: -0.3	I: -1.9	J: 0	K: 0
O=C(Cc1cccs1)NCc1ccccc1
  A: -1.4	B: 2	C: 6.0	D: 0.9	E: -4	F: -2	G: -7	H: 0.3	I: -0.8	J: 0	K: 3
Cc1ccc(CN2CCNC(=O)C2CC(=O)N(C)CCc2cnn(C)c2)cc1 (stereo unspecified)
  A: -1.3	B: 6	C: 1.6	D: 0.4	E: -16	F: -4	G: -1	H: -0.1	I: -0.4	J: -1	K: 4
Cc1sc2nc3c(C(=O)N4CCCC4)cc(C(=O)c4ccccc4O)cn3c(=O)c2c1C
  A: -1.2	B: 0	C: -0.8	D: 0.2	E: -17	F: -8	G: 0	H: 0.0	I: -0.5	J: 0	K: -6
O=C(Cn1cccc1C(=O)c1ccccc1)NCc1ccccc1
  A: -0.7	B: 8	C: 0.9	D: -1.4	E: 3	F: -1	G: -3	H: -0.1	I: -0.1	J: -1	K: 2
CCC(=O)Nc1ccc2nc(C)n(CC(=O)Nc3ccccc3)c(=O)c2c1
  A: -0.3	B: -5	C: 1.3	D: 0.6	E: -17	F: -12	G: -20	H: 0.3	I: 0.4	J: 1	K: -1
CC(C)NC(=O)c1cnc(Sc2ncc(C(F)(F)F)cc2Cl)n1C
  A: -1.1	B: -2	C: 3.3	D: 0.9	E: 3	F: -1	G: -2	H: -0.4	I: -1.5	J: 1	K: 0
O=C(CN1C(=O)c2ccccc2S1(=O)=O)NC1CCCC1
  A: -0.1	B: -1	C: 0.7	D: 0.0	E: 8	F: 5	G: 0	H: 1.0	I: -0.7	J: 1	K: -3

Reprinted at random: 3 entries already listed
Screens by letter: A = ssDAF-12 act; B = NR1D1 modulator; C = hgDAF12 agonist; D = DAX1 inh-1; E = PLC-beta3 inh; F = PLC-gamma1 inh; G = ADAM17 inh; H = DAX1 inh-2; I = hcDAF12 agonist; J = SMARCA2 activ; K = MBD2 inh
Cc1sc2nc3c(C(=O)N4CCCC4)cc(C(=O)c4ccccc4O)cn3c(=O)c2c1C
  A: -1.2	B: 0	C: -0.8	D: 0.2	E: -17	F: -8	G: 0	H: 0.0	I: -0.5	J: 0	K: -6
O=C(CN1C(=O)c2ccccc2S1(=O)=O)NC1CCCC1
  A: -0.1	B: -1	C: 0.7	D: 0.0	E: 8	F: 5	G: 0	H: 1.0	I: -0.7	J: 1	K: -3
CCOC(=O)CSc1nnc(-c2cccc(Br)c2)o1
  A: -0.7	B: -6	C: 0.9	D: -1.3	E: -1	F: 0	G: -2	H: -0.5	I: -2.0	J: -1	K: 6

Next part
Screens by letter: A = ssDAF-12 act; B = NR1D1 modulator; C = hgDAF12 agonist; D = DAX1 inh-1; E = PLC-beta3 inh; F = PLC-gamma1 inh; G = ADAM17 inh; H = DAX1 inh-2; I = hcDAF12 agonist; J = SMARCA2 activ; K = MBD2 inh
COc1ccc(C(=O)COC(=O)c2ccc3c(c2)NC(=O)CS3)c(OC)c1
  A: -0.4	B: 3	C: -2.5	D: -1.5	E: 0	F: 1	G: -2	H: -0.9	I: -2.1	J: -1	K: -2
CC(C)CC(NC(=O)CNC(=O)C1O[C@@H]2OC(C)(C)O[C@@H]2[C@H]2OC(C)(C)O[C@@H]12)C(=O)O (stereo partly specified)
  A: 0.3	B: -2	C: 2.9	D: 3.4	E: -4	F: 3	G: -5	H: -0.3	I: 0.5	J: 0	K: -1
O=C(c1ccncc1)N1CCN(S(=O)(=O)c2cc(C(F)(F)F)cc(C(F)(F)F)c2)CC1
  A: -0.8	B: -3	C: 2.2	D: -0.2	E: 3	F: -1	G: -3	H: 0.3	I: 0.0	J: 1	K: -3
O=c1cc(NC2CCCCC2)c2ccccc2o1
  A: -1.1	B: 0	C: 0.3	D: -0.4	E: 2	F: 3	G: 3	H: -1.0	I: -0.2	J: 0	K: 2
Cc1ccc(C(O)c2ncc(-c3ccc4ccccc4c3)[nH]2)cc1F (stereo unspecified)
  A: -0.9	B: -8	C: 2.1	D: .	E: -24	F: -16	G: -2	H: 0.8	I: -1.3	J: -1	K: -6
O=C(Nc1ccccc1F)C1CCCN1S(=O)(=O)c1cccc2nsnc12 (stereo unspecified)
  A: -1.3	B: 1	C: -3.4	D: 0.3	E: -2	F: 2	G: 0	H: 0.2	I: -1.1	J: 3	K: 6
Cc1ccc(C2NC(=O)c3ccccc3O2)cc1 (stereo unspecified)
  A: -0.5	B: 3	C: -3.1	D: 1.4	E: -15	F: -3	G: -20	H: 0.1	I: -2.5	J: 0	K: 5
Cc1[nH][nH]c(=O)c1N=Nc1ccccc1C#N
  A: -1.3	B: 4	C: -3.6	D: .	E: -4	F: 1	G: -3	H: -1.7	I: -1.1	J: 1	K: -9
Cn1c(N)c(C(=O)CSc2nc3ccccc3c(=O)n2CCCN2CCOCC2)c(=O)n(C)c1=O
  A: -1.0	B: 0	C: -1.8	D: 0.1	E: -1	F: 0	G: -2	H: -0.1	I: -1.3	J: -1	K: 5
COc1ccc(Cl)cc1S(=O)(=O)N1CCCC(C(=O)NCc2ccccn2)C1 (stereo unspecified)
  A: -0.6	B: 3	C: 1.1	D: -0.4	E: -6	F: 3	G: -2	H: -1.3	I: -0.8	J: 0	K: -1
CCCC(=O)N(Cc1cc(=O)[nH]c2ccccc12)c1ccc(C)cc1
  A: -0.2	B: -4	C: 0.3	D: -0.5	E: -5	F: -3	G: -8	H: -1.0	I: 3.0	J: -1	K: -4
